Screening data deposited in PubChem by several laboratories.
SRC1 inh: inhibits human SRC1 coactivator; AID 588354; inhibition, % at 3.6 µM; HEK293 GAL4-SRC1 luciferase reporter, luminescence; 360,000 tested, 0.12% active; Q15788;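 active = inhibition above the campaign mean plus 3 SD, with each screening campaign given its own cutoff, cut at about 60% in these data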;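 note: 0% = DMSO treated cells and 100% = gossypol at 36 µM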
EBV LMP1 NFkB: reduces LMP1-driven NF-kappaB luciferase signal; LMP1-induced NF-kappaB luciferase reporter cells, luminescence; inhibition, % at 12.5 µM; 350,000 tested, 0.69% active; AID 504558; in the data active = inhibition above about 41%; inconclusive = no clear call, values can overlap the other calls;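 note: 0% = neutral control wells and 100% = reference inhibitor control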
TLR9-MyD88 block: inhibitors of human TLR9-MyD88 binding; Q9NR96+Q99836; CHO BLA complementation TLR9-MyD88, CCF4 FRET ratio; inhibition, % at 4.98 µM; 340,000 tested, 0.21% active; AID 504734;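 active = inhibition above the mean over all tested compounds plus 3 SD, cut at about 21% in these data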;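 note: 0% = DMSO only wells and 100% = clavulanate BLA inhibitor control wells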
Target sequence (Q99836 whole entry, looked up): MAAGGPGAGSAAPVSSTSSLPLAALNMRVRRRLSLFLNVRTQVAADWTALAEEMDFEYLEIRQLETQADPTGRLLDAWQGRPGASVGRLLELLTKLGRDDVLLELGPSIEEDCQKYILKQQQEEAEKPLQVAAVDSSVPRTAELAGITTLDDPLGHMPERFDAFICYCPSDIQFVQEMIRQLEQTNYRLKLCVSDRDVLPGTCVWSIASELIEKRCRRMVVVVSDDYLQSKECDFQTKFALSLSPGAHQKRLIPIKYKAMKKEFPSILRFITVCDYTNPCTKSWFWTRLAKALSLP
Target sequence (Q9NR96 whole entry, looked up): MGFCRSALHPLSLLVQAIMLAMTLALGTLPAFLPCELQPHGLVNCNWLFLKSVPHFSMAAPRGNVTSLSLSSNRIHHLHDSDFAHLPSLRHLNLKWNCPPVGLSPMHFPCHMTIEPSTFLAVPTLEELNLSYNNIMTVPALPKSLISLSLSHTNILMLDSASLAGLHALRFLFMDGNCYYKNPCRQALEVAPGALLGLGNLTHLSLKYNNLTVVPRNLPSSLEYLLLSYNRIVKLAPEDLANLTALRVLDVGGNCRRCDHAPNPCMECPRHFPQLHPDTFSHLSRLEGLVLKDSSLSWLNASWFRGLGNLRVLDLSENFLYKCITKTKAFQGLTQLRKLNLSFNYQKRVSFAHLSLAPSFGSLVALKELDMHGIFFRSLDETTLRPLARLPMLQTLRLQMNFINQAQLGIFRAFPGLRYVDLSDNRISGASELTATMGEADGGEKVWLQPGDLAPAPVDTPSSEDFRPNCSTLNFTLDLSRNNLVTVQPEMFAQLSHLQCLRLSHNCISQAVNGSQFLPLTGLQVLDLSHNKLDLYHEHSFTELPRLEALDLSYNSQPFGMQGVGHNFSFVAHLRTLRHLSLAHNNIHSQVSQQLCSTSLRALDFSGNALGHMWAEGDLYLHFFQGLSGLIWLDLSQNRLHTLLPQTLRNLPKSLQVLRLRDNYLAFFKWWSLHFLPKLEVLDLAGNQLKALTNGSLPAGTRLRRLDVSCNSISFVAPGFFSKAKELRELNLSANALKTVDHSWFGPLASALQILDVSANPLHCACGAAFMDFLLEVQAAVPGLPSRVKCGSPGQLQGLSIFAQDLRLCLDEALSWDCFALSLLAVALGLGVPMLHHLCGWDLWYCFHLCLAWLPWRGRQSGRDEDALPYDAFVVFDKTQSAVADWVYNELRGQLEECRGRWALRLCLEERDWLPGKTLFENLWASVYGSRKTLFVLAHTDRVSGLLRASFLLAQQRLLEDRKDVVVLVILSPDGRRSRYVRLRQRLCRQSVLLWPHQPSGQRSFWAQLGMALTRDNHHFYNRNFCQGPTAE
NR2F2 inh: NR2F2 (human) inhibition, primary screen. HEK293T NGFI-A luciferase reporter, luminescence. inhibition, % at 8.6 µM. 370,000 tested, 0.7% active. P24468;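 active = inhibition above a per-plate cutoff, mean inhibition of test wells between control levels plus 3 SD, cut at about 38% in these data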;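 note: cells cotransfected with COUP-TFII expression vector driving the NGFI-A reporter; 0% = median of COUP-TF2 test wells and 100% = reporter-only cells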
MC4R ag barr: agonists of human melanocortin 4 receptor (MC4R) beta-arrestin | P32245 | U2OS MC4R beta-arrestin complementation, luminescence; percent of melanotan II response, DMSO zero | activation, % at 8.9 µM | 360,000 tested, 0.98% active | AID 540308;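 active = activation above a per-plate cutoff, the mean activation of sample wells on that plate plus 3 SD, cut at about 8% in these data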
MC4R antag cAMP: antagonists of human melanocortin 4 receptor (MC4R). 360,000 tested, 0.48% active. AID 540295. MC4R-expressing cells, MTII-stimulated cAMP, LANCE TR-FRET. P32245. inhibition, % at 6.5 µM;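 active = inhibition above its plate's cutoff, the mean of tested wells on that plate plus 3 SD, cut at about 29% in these data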;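 note: 0% = Melanotan II alone and 100% = Melanotan II plus saturating MCL0020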
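Material: U2OS-MC4R stable cell line | Reagent: Melanotan II challenge after compound preincubation | Doses: One concentration, 6.5 µM nominal | Incubation: 30-min compound preincubation, 1-h Melanotan II challenge, 1-h detection, room temperature | Signal: TR-FRET cAMP assay | Replicates: One well per compound, no replicates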
NCOA2 inhibitor: inhibits human steroid receptor coactivator 2. HEK293 GAL4-SRC2 luciferase reporter, luminescence. 370,000 tested, 0.17% active. AID 651957. inhibition, % at 9 µM. Q15596;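 active = inhibition above the mean inhibition of all tested compounds plus 3 SD, set per campaign, cut at about 52% in these data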;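 note: 0% = DMSO treated cells and 100% = cells given Gossypol at 36 µM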
ABHD5-PLIN5 inh: blocks binding of human ABHD5 to perilipin-5; Q00G26+Q8WTS1; Split G. princeps luciferase complementation, luminescence, 4 h; inhibition, % at 4 µM; 360,000 tested, 0.78% active;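 active = inhibition above the mean inhibition across every tested compound plus 3 SD, cut at about 22% in these data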;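 note: 0% = DMSO only wells and the 100% control is not disclosed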
NCOA3 inh: inhibits human SRC3 coactivator; Q9Y6Q9; HEK293 GAL4-SRC3 luciferase reporter, luminescence; inhibition, % at 3.6 µM; 360,000 tested, 0.17% active;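 active = inhibition above a per-campaign cutoff, the mean of all compounds plus 3 SD, cut at about 60% in these data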;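 note: 0% = DMSO-treated cells and 100% = gossypol-treated cells at 36 µM; higher means less SRC3-driven luciferase light from the GAL4 reporter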
NOD2-RIPK2 inh: inhibitors of human NOD2-RIPK2 interaction; O43353; CHO BLA complementation NOD2-RIPK2, CCF4 ratio; inhibition, % at 4.98 µM; 360,000 tested, 0.38% active; AID 624267; in the data active = inhibition above about 21%;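 note: 0% = vehicle only and 100% = reference blocker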
LRH-1 inv ag: NR5A2 inverse agonism in reporter assay. O00482. HEK293T StAR-luciferase reporter, LRH-1 transfected, 24 h. inhibition, % at 3.6 µM. 360,000 tested, 0.13% active;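 active = inhibition above the mean inhibition of all tested compounds plus 3 SD, cut at about 73% in these data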;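 note: 0% = DMSO wells and 100% = reporter-only cells lacking LRH-1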
* = called active by the depositor; u = inconclusive; x = no result given.

SMILES	SRC1 inh	EBV LMP1 NFkB	TLR9-MyD88 block	NR2F2 inh	MC4R ag barr	MC4R antag cAMP	NCOA2 inhibitor	ABHD5-PLIN5 inh	NCOA3 inh	NOD2-RIPK2 inh	LRH-1 inv ag
COc1cccc(/C=C2\SC(=S)N(CCCC(=O)Nc3cc(C)on3)C2=O)c1	-4	-2	-10	17	-3.2	2	9	13	9	-13	3
CNc1ncc(C(=O)C(C)(C)C)s1	-5	-2	-13	-3	0.0	9	4	-1	-4	6	-20
O=C(O)c1ccccc1-c1csc(-c2ccccc2)n1	-26	-15	-1	-18	2.2	12	4	-5	-24	-5	-32
CN(C)CCNC(=O)c1cccc(-c2cnc3c(NC=O)cc(-c4cccs4)cn23)c1	-13	x	x	2	1.1	-4	-8	8	-30	7	2
CC(C)NS(=O)(=O)c1ccc(OCC(=O)NC(C)c2ccccc2)cc1 (stereo unspecified)	-9	-6	-17	-5	-0.6	11	31	-6	-18	-2	1
CN(C)S(=O)(=O)c1ccc(Cl)c(NC(=O)CNC2(C)CCS(=O)(=O)C2)c1 (stereo unspecified)	-6	-1	6	-9	-0.2	0	-17	1	-8	1	5
CCOC(=O)c1c(-c2ccc(C)c(C)c2)csc1NC(=O)C1CC=CCC1C(=O)O (stereo unspecified)	4	0	7	10	0.0	12	-5	0	0	-13	7
O=S(=O)(CCN1C=CC(C(F)(F)F)=NCC1)c1ccc(Cl)cc1Cl	-32	4	-7	3	-0.3	-8	12	3	5	-3	-1
CCOC(=O)c1cnn(-c2nc(C)cc(C)n2)c1N	0	0	-6	-72	-0.7	-8	-30	-3	1	1	-5
CC1CCc2nc3ccc(S(=O)(=O)N4CCC(C(=O)N5CCCCCC5)CC4)cc3c(C(=O)O)c2C1 (stereo unspecified)	-21	-1	7	8	-0.6	4	14	3	6	-1	21
Cc1ccc(NC(=O)CN2CCN(Cc3ccccc3)CC2)cc1F	-27	4	5	1	0.6	13	-26	1	6	-25	-11
Cc1csc(NC(=O)C2CCC(C)(C(=O)O)C2(C)C)n1 (stereo unspecified)	0	-5	7	-17	-2.4	-2	17	0	-11	-3	5
O=C(NNC(=O)C1CC(c2cccs2)=NO1)NC1CCCCC1 (stereo unspecified)	-13	-1	-2	-12	-0.4	8	23	2	9	-9	10
Cc1nc2cc(NS(=O)(=O)c3cccc4cccnc34)ccc2s1	-17	2	8	5	0.0	2	-1	-3	-3	4	-14
C/C(=N\NC(=S)NC1CCCCC1)c1c(F)cccc1F	10	1	8	-14	-1.4	4	21	-1	4	-3	4
Cc1ccc(F)cc1NC(=O)c1sc2ncn(CC(=O)N3CCN(c4ccccn4)CC3)c(=O)c2c1C	-5	1	-3	1	1.1	7	6	3	12	5	8
CN(C)c1ccc(/C=N/c2cc(-c3ccccc3)nn2-c2ccccc2)cc1	-58	-4	-3	-36	-2.1	3	-29	2	-61	0	-53
CC(C)N(CCNC(=O)c1ccc(NC2=NC3CS(=O)(=O)CC3S2)cc1)Cc1ccco1 (stereo unspecified)	-3	-10	3	1	-0.7	13	3	10	-19	-9	-15
COc1ccc(N(C(=O)c2ccncc2)S(=O)(=O)c2ccc(F)cc2)cc1	4	-4	-9	6	0.1	19	30	-2	-1	-7	3
CCCN1C2CCCC1CC(NC(=O)c1ccccc1F)C2 (stereo unspecified)	-8	35	-3	-5	0.6	10	4	-1	6	-4	22
CCCOC(=O)C1=C(C)NC(=O)NC1c1ccc(Br)s1 (stereo unspecified)	-7	3	-8	9	2.5	8	-7	-1	11	-4	8
Cc1nn(C)c(Cl)c1CN1CCN(C2CCCCC2)C(CCO)C1 (stereo unspecified)	-3	-4	2	-9	-1.2	14	-7	4	13	-13	-4
NS(=O)(=O)c1ccc(N2CCN(C(=O)c3ccco3)CC2)nc1	-33	0	9	-1	-1.0	1	-11	-11	-2	5	-9
CCNC(=O)C1CC(=O)N(Cc2ccc3c(c2)OCO3)C(=Nc2ccc(OCC)cc2)S1 (stereo unspecified)	-4	3	-3	18	0.9	12	-21	3	18	-1	8
O=C(COC(=O)c1ccccc1NC(=O)c1ccco1)NC1CCS(=O)(=O)C1 (stereo unspecified)	6	10	-4	17	-1.2	11	11	-1	12	-8	-7
O=C(Nc1ncc2c(n1)CC(c1ccco1)CC2=O)c1ccc(Cl)cc1 (stereo unspecified)	-16	1	4	-3	-1.2	2	-2	5	8	8	-1
CCN(CC)S(=O)(=O)c1ccc(NC(=O)c2ccccn2)cc1	-52	-20	1	-26	-0.3	-2	-95	0	-50	4	-51
Cn1cc(Cc2ccc(C(=O)NC34CC5CC(CC(C5)C3)C4)cn2)c2ccccc21	-10	x	x	10	0.4	10	-7	-14	-5	0	16
CCN(CC)CCCNC(=O)c1cn(CC(C)C)c(=O)c2c1c1ccccc1n2C	-84	-5	1	2	-0.6	11	-34	11	-7	-2	5
COc1ccc(CN2CCCC(C(=O)c3ccc(Cl)cc3)C2)cc1Cn1cccn1 (stereo unspecified)	8	8	-3	8	-0.1	-3	-26	7	19	-7	11
COc1ccc(-c2cc3ccc(OCc4nn[nH]n4)cc3oc2=O)cc1OC	-6	-3	-2	-2	-2.1	-5	10	3	3	5	-12
CCCCOc1ccc(NC(=S)Nc2cc(C)nc(SCCCC)n2)cc1	10	0	0	-9	2.0	13	1	9	20	3	0
O=C(CN1C(=O)COc2ccccc21)NCC1CCCO1 (stereo unspecified)	-5	-3	-4	-9	-1.1	16	6	-2	7	1	-1
CC(C)c1ccc2c(c1)CCC1C(C)(CN)CCCC21C (stereo unspecified)	1	-1	5	-10	7.2	-3	-16	-1	17	12	-3
N=c1c2c(-c3ccccc3)c(-c3ccccc3)n(Cc3ccco3)c2ncn1Cc1ccco1	11	-3	-3	14	1.6	17	-17	17	14	14	14
COc1ccccc1CNC(=S)NCc1ccc(Cl)cc1	-1	-20	-6	3	0.2	8	-5	-2	10	-8	-16
COCCc1nc2ccc(C(=O)N(C)Cc3cccc(-n4cccn4)c3)cc2o1	-85	-36	2	-12	-0.9	-1	-49	0	-55	-4	-55
CC(=O)Nc1cc2c(cc1Br)OCCO2	9	0	-2	-10	2.5	5	4	7	-10	1	1
Cc1ccccc1-c1nc2ccc(Cl)cc2c(=O)n1O	-7	-6	7	3	0.0	8	5	2	3	-4	-19
Cc1ccc(OCCNC(=O)CCC(=O)N2CCOCC2)cc1	3	0	2	-2	-2.2	8	7	-3	17	2	24
CCCCN(C(=O)CSCC(=O)Nc1ccc(C)cc1)c1c(N)n(Cc2ccccc2)c(=O)[nH]c1=O	-8	-8	1	-1	-2.4	-1	-3	7	12	7	12
CCOc1ccc(C(=O)Nc2ncccc2Cl)cc1	-54	-23	-3	-33	1.0	4	-56	-2	-54	-5	-107
CSc1nnc(NC(=O)c2nc(S(=O)(=O)Cc3cccc(C)c3)ncc2Cl)s1	-43	u	10	17	-2.6	59*	56*	30*	-17	14	14
CCOC(=O)N1CCN(c2c(-c3ccc(C)c(C)c3)c(=O)c2=O)CC1	-15	5	-7	-1	0.8	10	15	5	3	-3	-15
CCn1c(SCC(=O)Nc2oc(-c3ccccc3)c(-c3ccccc3)c2C#N)nnc1-c1ccco1	-6	7	4	2	-0.5	2	-14	-1	-2	3	15
CCNc1nc(NCC)nc(N(CC)C(N)=S)n1	-18	6	-1	-6	-0.4	11	-16	-8	11	-10	2
Cc1ccc2nc(C)c(C(=O)N/N=C/c3ccccc3[N+](=O)[O-])cc2c1	-16	-2	-5	-2	-2.4	-8	-42	4	8	-17	-12
COc1cccc(OCc2cc(C(=O)NC3CCOCC3)no2)c1	-32	-18	1	-18	0.8	-1	-34	12	-19	-1	-65
O=C1/C(=C/c2ccco2)SC(=S)N1c1cccnc1	-20	-7	-7	-2	-0.5	6	2	2	11	5	-7
Cc1onc(-c2ccccc2Cl)c1C(=O)Nc1ccc(-c2nnc3n2CCCCC3)cc1	8	2	-4	6	-0.8	7	6	11	-10	4	4
O=C(CSc1nnc(CNC(=O)c2c(F)cccc2Cl)o1)NC1CCCCC1	4	-4	-9	-16	-1.5	5	-41	1	28	2	-4
CCN(CC(=O)NCc1ccc(Cl)cc1)C(=O)CSc1ccccc1F	-10	-3	-5	-5	-2.8	3	-3	-4	-3	3	-6
Cc1cc2nc(-c3cccc(Cl)c3)c(Cc3ccsc3)n2c(C)c1Br	x	x	x	1	x	x	-15	-5	x	-5	-9
O=C(N/N=C\c1ccc(F)cc1)c1csnn1	-88	-11	3	-37	-1.0	-1	-47	3	-84	-8	-122
O=[N+]([O-])c1ccc(CSc2ncnc3c2ncn3[C@@H]2O[C@H](CO)[C@@H](O)[C@H]2O)cc1	-1	6	3	-12	-0.9	1	-3	-4	-8	1	6
CCN(CC)C(=S)Sc1c(-c2ccccc2)c2cc(Cl)ccc2[nH]c1=O	-18	-2	-1	-2	-2.0	9	9	10	-11	0	0
O=C(CSc1cccc2cccnc12)OCC(=O)c1ccc(Br)cc1	-2	-10	7	15	-1.1	8	-16	1	0	-11	-8
CC1(C)CC(=O)C2=C(C1)NC(=O)CC2	6	x	x	3	x	x	15	1	9	-12	10
CCC(C)(C)n1nnnc1CN1CCN(c2nc3ccc(C)cc3cc2C#N)CC1	-21	8	1	-8	-0.4	8	-2	0	0	-12	31
CCCOC(=O)Cc1c(O)c2ccccc2[nH]c1=O	-8	-8	7	2	-0.4	13	15	-6	-4	-3	13
Following part:
SMILES	SRC1 inh	EBV LMP1 NFkB	TLR9-MyD88 block	NR2F2 inh	MC4R ag barr	MC4R antag cAMP	NCOA2 inhibitor	ABHD5-PLIN5 inh	NCOA3 inh	NOD2-RIPK2 inh	LRH-1 inv ag
Nc1ccccc1C(=O)/C=C/c1ccc2c(c1)OCO2	-95	-34	-1	-52	0.0	0	-54	1	-57	9	-114
C=CCn1c(SCC(=O)NC2CCCCC2)nnc1-c1ccc(OC)cc1	-7	-1	-7	4	1.0	7	-9	1	5	-6	-16
CCOC(=O)C(NC(=O)CC)(Nc1ccc(S(=O)(=O)Nc2onc(C)c2C)cc1)C(F)(F)F (stereo unspecified)	-24	7	-4	6	-0.9	4	-2	8	1	6	-12
COc1ccc(S(=O)(=O)NCC(c2ccco2)N2CCc3ccccc32)cc1 (stereo unspecified)	2	6	-5	8	-1.2	9	-4	-6	0	2	-18
CCCNC(=O)c1c(CSc2ccccc2)noc1C(=O)NCc1ccccc1	-14	-5	0	2	0.0	9	14	-6	3	8	6

Not all compounds are listed. The share of hits here may be higher or lower than overall.
